Growth percent in the NCI-60 one-dose screen (48 h, 10 µM unless noted): 100 = growth as untreated, 0 = no growth, -100 = all killed.
OVCAR-5: OVCAR-5 ovarian cancer; actives 2.9% (n = 82,000); AID 1794783
SF-295: SF-295 CNS cancer cells | actives 5.6% (n = 79,000) | AID 1794758
U251: U251 CNS tumor cells; actives 5.4% (n = 80,000)
SK-OV-3: SK-OV-3 ovarian cancer cells | actives 3.2% (n = 80,000) | AID 1794785
OVCAR-8: OVCAR-8 ovarian cancer; actives 4.4% (n = 81,000); AID 1794782
PC-3: PC-3 prostate cancer cells | actives 3.9% (n = 80,000) | AID 1794754
DU-145: DU-145 prostate cancer; actives 4.2% (n = 81,000)
OVCAR-3: OVCAR-3 ovarian cancer; actives 7% (n = 79,000); AID 1794787
OVCAR-4: OVCAR-4 ovarian cancer cells; actives 3.7% (n = 80,000); AID 1794784
* marks the source's active call; other numbers are inactive results; x = not tested or not shown; & = joins results of further samples. How the source made its calls: active means growth percent below 10; inactive means the rest.

#1 N#CCCC(=O)c1ccccc1
#2 O=C(O)C1(Nc2ccc(Br)cc2)CCCC1
#3 Cc1ccc(-c2nc(Nc3cccc(S(N)(=O)=O)c3)c3ccccc3n2)cc1
#4 CCCCCCCC/C=C\CCCCCCCC(=O)OCCCCCCCCCCCCCCCCCC
#5 CC(C)(C)c1ccc(C(=O)O)cc1
Compound	1	2	3	4	5
OVCAR-5	105	95	99	113&103	101
SF-295	105	95	95	122&98	97
U251	100	91	93	105&99	103
SK-OV-3	110	104	118	109&102	98
OVCAR-8	104	107	68	104&99	101
PC-3	103	83	115	96&93	100
DU-145	109	104	103	114&103	94
OVCAR-3	108	100	109	109&99	109
OVCAR-4	103	115	94	111&104	97

#6 C=C(C)[C@@H]1CC[C@]2(CN)CC[C@]3(C)[C@H](CC[C@@H]4[C@@]5(C)CCC(=O)NC(C)(C)[C@@H]5CC[C@]43C)[C@@H]12
#7 CCCCCCCCCCCCNC(=O)[C@H]1CSC(c2ccsc2)N1 (stereo not given in full)
#8 CC(C)(C)Oc1ccc(OC[C@@H]2Cc3cc(F)ccc3CN2C(=O)c2cccc3ccccc23)cc1
#9 O=C1NC(c2ccc(Cl)cc2)N=C2C(c3ccccc3)=NOC12 (stereo not given)
#10 CCC(=O)Nc1cccc(Cl)c1
Compound	6	7	8	9	10
OVCAR-5	98	-83*	81	114	105
SF-295	82	-30*	60	104	105
U251	53	-94*	56	105	90
SK-OV-3	92	-94*	63	106	98
OVCAR-8	67	-49*	67	107	97
PC-3	37	-89*	35	101	x
DU-145	75	-86*	94	112	107
OVCAR-3	88	-87*	x	108	103
OVCAR-4	71	-85*	68	106	98

#11 N#Cc1ccc(C(=O)NNC(=O)CSc2nc3sc4c(c3c(=O)n2-c2ccc(Cl)cc2)CCCC4)cc1
#12 CCN1C(=S)N(CC)C2C1NN=c1s/c(=C3\C(=O)N(C)c4ccccc43)c(=O)n12 (stereo not given)
#13 CCSc1nnc(C2=CC(=O)c3ccccc3C2=O)n1-c1ccc(Cl)cc1
#14 NS(=O)(=O)c1ccc(N2C(=O)CCC2=O)cc1
#15 CCOc1ccc(C(=O)Cc2ccccc2)cc1
Compound	11	12	13	14	15
OVCAR-5	32	104	113	93	109&103
SF-295	63	100	89	114	89&121
U251	16	97	x	103	101&108
SK-OV-3	73	x	88	104	117&121
OVCAR-8	34	102	96	120	106&109
PC-3	67	92	86	102	110&102
DU-145	70	110	100	120	112&105
OVCAR-3	92	104	100	105	125&120
OVCAR-4	74	99	93	108	106&105

#16 O=C(Cc1ccc(/C=C/C(=O)c2nccn2Cc2ccccc2)cc1)Nc1ccc(F)cc1
#17 COc1ccc(/C=C/C=C(C(=O)O)C(=O)O)cc1
#18 O=C(CCCCC(=O)N/N=C/c1ccc2c(c1)CCC2)N/N=C/c1ccc2c(c1)CCC2
#19 COc1cc2c3c(n(C)c2cc1OC)C(=O)c1cccn1-3
#20 Cc1nc2c([nH]1)c(=O)n(C)c(=O)n2C
Compound	16	17	18	19	20
OVCAR-5	77	103	103	102	96
SF-295	80	103	99	82	92
U251	43	104	x	79	104
SK-OV-3	83	115	93	86	104
OVCAR-8	43	107	93	71	118
PC-3	42	100	92	84	98
DU-145	23	106	111	66	107
OVCAR-3	54	108	104	103	x
OVCAR-4	84	113	x	x	106

#21 N#CCCOc1ccccc1
#22 CCCC(=O)NCCc1ccccc1
#23 O=C(Nc1ccc(Cl)cc1)Oc1ccc2ccccc2c1
#24 O=C(Oc1ccc[nH]c1=O)c1ccc(F)cc1
#25 O=C(c1ccc(O)cc1)[C@@H]1[C@@H]2CCCN2[C@@]2(C(=O)N(C(=O)c3ccc(F)cc3)c3ccccc32)[C@H]1c1ccc(F)cc1
Compound	21	22	23	24	25
OVCAR-5	107	97	82	89	111
SF-295	101	99	84	95	96
U251	x	101	85	101	94
SK-OV-3	97	102	95	103	104
OVCAR-8	99	105	91	103	93
PC-3	89	100	64	96	78
DU-145	117	109	102	106	102
OVCAR-3	114	110	95	104	x
OVCAR-4	99	102	101	97	91

#26 COc1ccc(-c2nc(SCC(C)C)nc(N/N=C\c3ccc(OC)c(OC)c3)c2C#N)cc1
#27 Nc1ccc(-n2nc3c(c2-c2ccccc2)-c2oncc2CC3)cc1
#28 CCSc1oc(C)nc1[P+](c1ccccc1)(c1ccccc1)c1ccccc1
#29 CCC1=C(c2ccc(OC)cc2)C(C)(C)Oc2c1ccc(O)c2CN1CCCC1
#30 COC(=O)[C@H](NS(=O)(=O)N(c1cccc(F)c1)C1CCN(Cc2ccc(F)cc2)CC1)C(C)C
Compound	26	27	28	29	30
OVCAR-5	87	96	69	68	98
SF-295	79	88	35	-44*	85
U251	68	93	20	-25*	94
SK-OV-3	75	92	28	74	91
OVCAR-8	75	101	21	58	87
PC-3	76	61	20	47	56
DU-145	76	x	30	65	97
OVCAR-3	82	88	16	55	76
OVCAR-4	71	98	38	60	78

#31 CCCCCCCCCCSC(=N)N
#32 O=C(O)CCC(=O)c1cccc([N+](=O)[O-])c1
#33 O=C(/C=C/c1cc(Cl)ccc1Cl)Nc1ncc(Cc2ccc(Cl)cc2)s1
#34 Nc1nc(N)c(N=Nc2ccc(S(=O)(=O)Nc3ccccn3)cc2)c(=O)[nH]1
#35 O=S(=O)(NCCNc1nccc(-c2c(-c3cccc(O)c3)nc3occn23)n1)c1ccc(C(F)(F)F)cc1
Compound	31	32	33	34	35
OVCAR-5	77	103	24	97	138
SF-295	56	105	-2.3*	112	107
U251	5.4*	102	2.5*	105	104
SK-OV-3	78	97	36	100	96
OVCAR-8	61	111	1.2*	102	102
PC-3	59	97	27	100	100
DU-145	80	108	15	104	108
OVCAR-3	67	113	x	112	113
OVCAR-4	77	111	30	111	118

#36 CCCCCCCCCCCCCCCCNC(=S)N/N=C/c1cc(Br)ccc1O
#37 COc1c(C)c(C)c(OC)c2c1[nH]c(=O)c1c3ncccc3cn21
#38 CC(=O)Nc1ccc(S(=O)(=O)/N=C(/C2CCCC2C)N2CCOCC2)cc1 (stereo not given)
#39 COC1OC(CO)C(OC)C(O)C1NC(O)COCCOC(O)CNC(=S)N=Nc1c(O)[nH]c2ccc(F)cc12 (stereo not given)
#40 COc1cc(-c2nc3sccn3c2-c2ccnc(NCCNS(=O)(=O)c3ccc(Cl)cc3)n2)ccc1F
Compound	36	37	38	39	40
OVCAR-5	68	x	91&105	99	112
SF-295	55	105	99&95	101	40
U251	61	97	97&97	102	56
SK-OV-3	71	101	105&115	100	54
OVCAR-8	79	97	101&107	103	12
PC-3	48	72	98&94	100	13
DU-145	76	93	106&128	106	32
OVCAR-3	54	90	102&126	106	43
OVCAR-4	36	x	109&99	103	21

#41 O=c1c2ccccc2[nH]n1CCCN1CCCCC1
#42 CC1(C)OB(c2ccccc2NC(=O)Nc2ccc(F)cc2)OC1(C)C
#43 C#CCOc1ccc(/C=N/Nc2nc(-c3ccc(OC)cc3)cs2)cc1OC
#44 CCCCCCCCCCCCCCCCNC(=S)N/N=C/c1ccc(Cl)cc1Cl
#45 N#Cc1ccc(/C=C/C(=O)c2ccccc2)cc1
Compound	41	42	43	44	45
OVCAR-5	111	97	96	111	91&108
SF-295	103	89	74	98	118&94
U251	102	x	84	102	63&33
SK-OV-3	97	107	80	116	106&123
OVCAR-8	111	94	67	110	99&99
PC-3	97	84	45	111	52
DU-145	116	114	89	101	102&81
OVCAR-3	97	110	74	103	75&55
OVCAR-4	115	x	66	123	103&95

#46 COC(=O)c1ccc(CSc2nnc(-c3c(C)nc4ccc(C)cn34)o2)cc1
#47 CCN(CC)CC(O)CO (stereo not given)
#48 COC(=O)c1ccc(NC(=O)Cn2cc(CN3CCN(c4ccnc5cc(Cl)ccc45)CC3)nn2)cc1
#49 CC[C@H](Nc1ncnc2nc[nH]c12)c1nc2cccc(CCCCC(=O)NO)c2c(=O)n1-c1ccccc1
#50 Cc1ccc(-c2ccc(Cl)cc2)n1-c1ccc(-c2nc3ccc(F)cc3s2)cc1
Compound	46	47	48	49	50
OVCAR-5	106	98	88	97	100
SF-295	105	115	101	96	83
U251	99	101	98	86	97
SK-OV-3	x	94	114	99	98
OVCAR-8	103	101	102	94	103
PC-3	106	94	68	87	79
DU-145	106	114	104	105	114
OVCAR-3	119	111	100	87	116
OVCAR-4	94	112	94	103	88

Compounds 49 through 50 from above:
#49 CC[C@H](Nc1ncnc2nc[nH]c12)c1nc2cccc(CCCCC(=O)NO)c2c(=O)n1-c1ccccc1
#50 Cc1ccc(-c2ccc(Cl)cc2)n1-c1ccc(-c2nc3ccc(F)cc3s2)cc1
Compound	49	50
OVCAR-5	97	100
SF-295	96	83
U251	86	97
SK-OV-3	99	98
OVCAR-8	94	103
PC-3	87	79
DU-145	105	114
OVCAR-3	87	116
OVCAR-4	103	88

Ordered by molecular weight (low to high): part of the list above
#31 CCCCCCCCCCSC(=N)N
#37 COc1c(C)c(C)c(OC)c2c1[nH]c(=O)c1c3ncccc3cn21
#7 CCCCCCCCCCCCNC(=O)[C@H]1CSC(c2ccsc2)N1 (stereo not given in full)
#34 Nc1nc(N)c(N=Nc2ccc(S(=O)(=O)Nc3ccccn3)cc2)c(=O)[nH]1
#6 C=C(C)[C@@H]1CC[C@]2(CN)CC[C@]3(C)[C@H](CC[C@@H]4[C@@]5(C)CCC(=O)NC(C)(C)[C@@H]5CC[C@]43C)[C@@H]12
#26 COc1ccc(-c2nc(SCC(C)C)nc(N/N=C\c3ccc(OC)c(OC)c3)c2C#N)cc1
#36 CCCCCCCCCCCCCCCCNC(=S)N/N=C/c1cc(Br)ccc1O
Compound	31	37	7	34	6	26	36
OVCAR-5	77	x	-83*	97	98	87	68
SF-295	56	105	-30*	112	82	79	55
U251	5.4*	97	-94*	105	53	68	61
SK-OV-3	78	101	-94*	100	92	75	71
OVCAR-8	61	97	-49*	102	67	75	79
PC-3	59	72	-89*	100	37	76	48
DU-145	80	93	-86*	104	75	76	76
OVCAR-3	67	90	-87*	112	88	82	54
OVCAR-4	77	x	-85*	111	71	71	36

#49 CC[C@H](Nc1ncnc2nc[nH]c12)c1nc2cccc(CCCCC(=O)NO)c2c(=O)n1-c1ccccc1
#40 COc1cc(-c2nc3sccn3c2-c2ccnc(NCCNS(=O)(=O)c3ccc(Cl)cc3)n2)ccc1F
Compound	49	40
OVCAR-5	97	112
SF-295	96	40
U251	86	56
SK-OV-3	99	54
OVCAR-8	94	12
PC-3	87	13
DU-145	105	32
OVCAR-3	87	43
OVCAR-4	103	21

Other entries.
#51 O=C(C[n+]1ccccc1)c1ccc(I)cc1
#52 O=C(Cc1cccc2ccccc12)N/N=C/c1ccc2c(c1)CCC2
#53 COc1cc(OC)cc(-c2cc(-c3c[nH]c4ccccc34)nc(-c3c[nH]c4ccccc34)c2C#N)c1
#54 CCOC(=O)N1CCN(Cc2c(O)ccc3ccccc23)CC1
#55 COc1ccc(S(=O)(=O)NCCCNc2cc(-c3cn(C(C)(C)C)nc3-c3cccc(OC)c3)ccn2)cc1
Compound	51	52	53	54	55
OVCAR-5	103	81	109	129	101&102
SF-295	102	x	101	103	105&99
U251	101	70	100	103	82
SK-OV-3	88	83	100	99	104&118
OVCAR-8	x	72	102	104	94&106
PC-3	92	74	94	x	70&101
DU-145	116	97	101	107	98&111
OVCAR-3	100	76	x	97	99&110
OVCAR-4	110	104	102	103	86&106

#56 O=C(O)CNC1=NCCN1
#57 O=C1/C(=C/c2ccc(B(O)O)cc2)Oc2cc(O)ccc21
#58 COc1cc(-c2nc(-c3nnc(-c4ccccc4)o3)c3ccccn23)cc(OC)c1OC
#59 CCCCCCCCCCCCCCCc1ccc(N)c(OC2OC(CO)C(O)C(O)C2O)c1 (stereo not given)
#60 COC(=O)C(CC(=O)Nc1ccc(F)cn1)c1ccc(C(F)(F)F)cc1 (stereo not given)
Compound	56	57	58	59	60
OVCAR-5	104	104	107	66	99
SF-295	107	100	x	92	102
U251	105	90	85	90	106
SK-OV-3	93	122	86	149	112
OVCAR-8	103	97	54	87	100
PC-3	98	98	82	58	93
DU-145	112	104	83	119	101
OVCAR-3	110	110	97	94	x
OVCAR-4	96	108	15	85	100

#61 Nc1nnc(-c2c[nH]c3ncccc23)c(-c2c[nH]c3ccc(Br)cc23)n1
#62 CN1CCC(CNc2cc(C3(C(=O)Nc4cc(C(=O)Nc5ccc(Cl)c(C(F)(F)F)c5)ccc4F)CC3)ncn2)CC1
#63 COc1cc(C2CC(c3cccc(Nc4ccncc4)c3)=NN2C(C)=O)cc(OC)c1OC (stereo not given)
#64 COc1ccc(-c2nc3c(c(C)nc4c3nnn4-c3ccccc3)c(=O)o2)cc1
#65 O=C(O)CCC(NC(=O)c1ccccc1C(=O)O)C(=O)O (stereo not given)
Compound	61	62	63	64	65
OVCAR-5	68	72	99	105	103
SF-295	42	-54*	95	100	90
U251	38	-37*	92	103	x
SK-OV-3	55	46	91	103	112
OVCAR-8	46	44	97	102	101
PC-3	57	-23*	84	101	103
DU-145	62	40	107	110	111
OVCAR-3	53	29	96	112	110
OVCAR-4	56	81	84	111	105

#66 O=C1c2ccccc2C(=O)c2c1cccc2S(=O)(=O)O
#67 CCc1cc(OC(=O)N2CCN(CCC(C)(COC(C)(C)C)COC(C)(C)C)CC2)ccc1Nc1cc(-c2ccc(-n3cccn3)cc2)[nH]n1
#68 COc1ccc(C(=O)/C=C/c2cccnc2Nc2cc(OC)c(OC)c(OC)c2)cc1
#69 COc1ccc(-c2c3c(C)nn(-c4ccccc4)c3nc3nc[nH]c(=O)c23)cc1
#70 CC/C(=C(/c1ccc(O)cc1)c1ccc(OCCN(C)C(=O)CCOCCNC(=O)Cc2ccc3c(c2)CN([C@@H]2CCC(=O)NC2=O)C3=O)cc1)c1ccccc1
Compound	66	67	68	69	70
OVCAR-5	102	89	38	97	87
SF-295	109	85	27	93	95
U251	101	75	13	x	93
SK-OV-3	110	105	25	100	80
OVCAR-8	95	84	-0.9*	89	35
PC-3	93	54	x	78	27
DU-145	x	84	32	103	101
OVCAR-3	114	x	11	103	68
OVCAR-4	113	61	40	x	76

High-throughput results as filed in PubChem BioAssay.

Random draw from the library; any-hit rate near 11%.
